Rab9 promoter act: qHTS Assay for Rab9 Promoter Activators. Huh7 Rab9 promoter-luciferase reporter, luminescence, 24 h. Potency, µM (highest dose often 9.22 µM), for the others: at the top dose activation, negative = inhibition, actives largely listed as activators. actives 2.8% (n = 320,000). AID 485297, 2010; also: potency is read from the fitted curve at half-maximal effect; % of control where 0% means no effect; nearly all actives have a fitted effect of over 60% in size
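Stable Rab9-luc Huh7, 1500 cells/well, 2 h settle; cmpd in DMSO, 24 h, 37 °C/5% CO2; luciferase reagent 10 min RT; luminescence.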
TRPV1 ag: HTS Assay for Compounds that Act as Agonists of the Vanilloid Receptor 1; Transient receptor potential cation channel subfamily V member 1 (Homo sapiens), Q8NER1; TRPV1-expressing cells, Fluo-8 calcium influx, agonist mode; activation, % at 8.33 µM; actives 0.19% (n = 320,000); in the data active = activation above about 80%; inconclusive = between about 30% and that limit; also: 0% is about no effect
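TRPV1-expressing cells were cultured overnight at 35.5C and loaded with Fluo-8 calcium dye for 40 to 90 min at room temperature. After a 10 s baseline, compound was added and calcium influx was read kinetically for 3 min (ex 480/em 520 nm).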
ELG1 repair inh: qHTS screen for small molecules that inhibit ELG1-dependent DNA repair in human embryonic kidney (HEK293T) cells expressing luciferase-tagged ELG1. HEK293T ELG1-luciferase reporter, luminescence, 16 h; DNA damage induced by 5-fluorouridine. Potency, µM (series often up to 46.1 µM), for the others: top-dose activity change, negative = inhibition, usual class: inhibitors. actives 2.3% (n = 330,000); also: potency is read from the fitted curve at half-maximal effect; % is scaled to controls: 0 for no effect and ±100 for the full control effect; nearly all actives have a fitted effect of over 55% in size
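Cells (2,000 per well) received 5-fluorouridine plus test compound or DMSO and were incubated 16 hr at 37 °C, 5% CO2. Luciferase activity was read by luminescence 30 min after ONE-Glo addition; signal suppression marked inhibition of damage-induced ELG1 function.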
Tb PFK inh: qHTS Assay to Find Inhibitors of T. brucei phosphofructokinase; ATP-dependent 6-phosphofructokinase (Trypanosoma brucei brucei), O15648; T. brucei PFK, ADP-Glo luminescence; Potency, µM (top dose mostly 57.5 µM), for inactives: at the highest dose activity, negative = inhibition, actives largely listed as inhibitors; actives 0.17% (n = 330,000);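 also: potency is read from the fitted curve at half-maximal effect; 0% = uninhibited 1x PFK enzyme wells and -100% = no-enzyme wells; nearly all actives have a fitted effect of over 60% in size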
Target sequence (O15648 whole entry, looked up): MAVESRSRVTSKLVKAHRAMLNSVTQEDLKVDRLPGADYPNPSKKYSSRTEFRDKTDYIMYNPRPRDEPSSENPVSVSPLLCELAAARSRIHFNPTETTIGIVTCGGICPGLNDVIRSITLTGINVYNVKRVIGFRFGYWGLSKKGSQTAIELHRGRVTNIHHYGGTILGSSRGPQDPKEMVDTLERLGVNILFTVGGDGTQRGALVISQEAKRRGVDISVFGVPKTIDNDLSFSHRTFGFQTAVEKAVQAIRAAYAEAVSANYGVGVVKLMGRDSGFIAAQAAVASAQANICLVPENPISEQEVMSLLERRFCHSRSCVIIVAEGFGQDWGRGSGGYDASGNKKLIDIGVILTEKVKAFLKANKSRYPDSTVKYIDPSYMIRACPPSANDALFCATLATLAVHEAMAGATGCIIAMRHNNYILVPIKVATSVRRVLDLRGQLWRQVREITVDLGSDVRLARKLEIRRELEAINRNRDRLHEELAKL
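ADP-Glo luminescence quantified ADP after 45 min at room temperature, with 1.25 nM T. brucei PFK, 0.1 mM ATP and 0.5 mM fructose-6-phosphate in pH 8.0 TEA buffer. qHTS titrations up to 57 µM; curves classified by quality.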
ELG1 genotox: qHTS screen for small molecules that induce genotoxicity in human embryonic kidney (HEK293T) cells expressing luciferase-tagged ELG1; HEK293T ELG1-luciferase reporter, luminescence, 16 h; AID 504466, 2011; Potency, µM (highest dose often 46 µM), for the others: at the top dose activity change, positive = activation, most hits filed as activators; actives 1.3% (n = 330,000); also: potency is read from the fitted curve at half-maximal effect; % of control where 0% means no effect; nearly all actives have a fitted effect of over 60% in size
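Genotoxic stress is detected as increased luminescence from luciferase-tagged ELG1 in HEK293T cells, measured with ONE-Glo after a 16 hr treatment at 37 °C.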
p53 reactivation: qHTS assay for re-activators of p53 using a Luc reporter. H1299 p53-A138V BP100-luciferase reporter, luminescence, 24 h. actives 0.063% (n = 320,000). Potency, µM (titrated, usually from 92.2 µM), without a hit: top-dose activity change, positive = activation, hits mostly activators. AID 504706, 2011; also: potency is read from the fitted curve at half-maximal effect; % of control where 0% means no effect; nearly all actives have a fitted effect of over 45% in size
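p53-null H1299 cells stably carrying temperature-sensitive p53-A138V and a BP100-luciferase reporter were pinned with compounds (4-point, 1:5 series) and held 24 hrs at 37 deg C. Luminescence was read 10 min after detection reagent.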
NPC1 promoter act: qHTS Assay for NPC1 Promoter Activators; Huh7 NPC1 promoter luciferase reporter, 24 h; actives 2.4% (n = 320,000); Potency, µM (highest dose often 9.22 µM), for inactives: at the highest dose activation, most hits filed as activators;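 also: potency is read from the fitted curve at half-maximal effect; % of control where 0% means no effect; nearly all actives have a fitted effect of over 60% in size; reporter is driven by a mutant NPC1 promoter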
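Readout is luciferase luminescence, reflecting NPC1 promoter activation in stably transfected Huh7 cells after 24 h compound exposure at 37 °C in reduced-serum medium with 10% FBS.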
FLuc counter: qHTS profiling assay for firefly luciferase inhibitor/activator using purifed enzyme and Km concentrations of substrates (counterscreen for miR-21 project). Potency, µM (top dose mostly 57.5 µM), without a hit: top-dose activity change, negative = inhibition, usual class: inhibitors. Luciferin 4-monooxygenase (Photinus pyralis), P08659. actives 6.9% (n = 360,000). purified FLuc, Km substrates, luminescence inhibition. AID 588342, 2011;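 also: potency is read from the fitted curve at half-maximal effect; plate controls were vehicle for no effect and reference inhibitor for full effect; nearly all actives have a fitted effect of over 55% in size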
Target sequence (P08659 whole entry, looked up): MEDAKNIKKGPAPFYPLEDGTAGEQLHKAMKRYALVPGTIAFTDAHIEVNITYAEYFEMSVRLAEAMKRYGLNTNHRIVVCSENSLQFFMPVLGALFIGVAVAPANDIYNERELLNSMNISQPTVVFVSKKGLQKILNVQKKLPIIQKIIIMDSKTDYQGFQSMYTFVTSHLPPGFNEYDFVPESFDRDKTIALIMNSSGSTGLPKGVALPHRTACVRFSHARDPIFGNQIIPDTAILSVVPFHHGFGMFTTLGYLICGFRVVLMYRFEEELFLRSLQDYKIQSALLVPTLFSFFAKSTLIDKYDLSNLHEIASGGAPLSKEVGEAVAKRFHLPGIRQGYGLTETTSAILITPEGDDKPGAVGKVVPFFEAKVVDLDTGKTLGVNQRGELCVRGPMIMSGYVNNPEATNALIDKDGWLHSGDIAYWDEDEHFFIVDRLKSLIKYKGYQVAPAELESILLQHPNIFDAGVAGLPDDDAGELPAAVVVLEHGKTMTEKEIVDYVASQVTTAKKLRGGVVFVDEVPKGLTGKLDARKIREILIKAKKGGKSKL
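Purified P. pyralis luciferase (10nM final) with 10uM D-luciferin and 10uM ATP (Km levels) in 50mM Tris acetate pH 7.5, 10mM Mg acetate, 0.01% Tween-20, 0.05% BSA; qHTS 6-point titration, ~60 µM downward; luminescence read.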
RORg inh: qHTS for inhibitors of ROR gamma transcriptional activity; Nuclear receptor ROR-gamma (Mus musculus), P51450; Drosophila S2 Gal4-RORgamma UAS-luciferase reporter, 20 h; Potency, µM (top dose mostly 53.6 µM), without a hit: at the top dose activity change, negative = inhibition, most hits filed as inhibitors; actives 5.4% (n = 310,000); AID 2551, 2010; also: potency is read from the fitted curve at half-maximal effect; % is scaled to controls: 0 for no effect and ±100 for the full control effect; nearly all actives have a fitted effect of over 60% in size
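Stably transfected Drosophila Schneider cells are the test system, with ROR gamma fused to Gal4 and luciferase under UAS control; luminescence is read after 20 hr of 700 uM copper sulfate induction at ambient temperature.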
BRCA1 expr up: qHTS Assay to Identify Small Molecule Activators of BRCA1 Expression; Potency, µM (titrated, usually from 46.1 µM), for the others: top-dose activation, actives largely listed as activators; MCF7-BRCA1-FFLuc reporter, luminescence, 48 h; response scale: scaled: vehicle 0%, 10 µM genistein 100%; actives 1.1% (n = 380,000); AID 624202, 2012; also: potency is read from the fitted curve at half-maximal effect; nearly all actives have a fitted effect of over 80% in size; some results filed as inactive show a strong effect at the top dose
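MCF7-BRCA1-FFLuc, 2000 cells/well; 2 h attach, 37 °C/5% CO2; compound 48 h; luciferase substrate 15 min; luminescence end-point. Norm. to genistein 10 microM max activation and DMSO; concentration-response curves fitted.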
Gal4-VP16 FLuc: VP16 counterscreen qHTS for inhibitors of ROR gamma transcriptional activity. Potency, µM (series often up to 53.6 µM), for the others: at the top dose activity, negative = inhibition, hits mostly inhibitors. Drosophila S2 Gal4-VP16 UAS-luciferase, luminescence, 20 h. actives 3.5% (n = 310,000). AID 2546, 2010;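 also: Gal4-VP16 expression switched on by copper sulfate through the metallothionein promoter; potency is read from the fitted curve at half-maximal effect; % is scaled to controls: 0 for no effect and ±100 for the full control effect; nearly all actives have a fitted effect of over 50% in size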
* = called active by the depositor; ? = inconclusive; . = not tested or not shown; [ ] = dose if it differs, or a comment. Unless noted, calls follow the shape of the dose curve; as a rule, active = well fitted curve in the direction sought with a large enough effect; inconclusive = small, poorly fitted or top-dose-only effect, or another doubt; inactive = no such curve, though single readings can be large; an effect the other way counts as inactive or inconclusive.

Sample of the layout:
SMILES	Rab9 promoter act	TRPV1 ag	ELG1 repair inh	Tb PFK inh	ELG1 genotox	p53 reactivation	NPC1 promoter act	FLuc counter	RORg inh	BRCA1 expr up	Gal4-VP16 FLuc
Cc1ccccc1-c1nc(CN(Cc2c(C)nn(C)c2C)C2CC2)c(C)o1	-7%	?	?	0%	0%	-1%	2%	6%	5.6µM*	-21%	13µM*
O=Cc1ccc(OCc2ccc3ccccc3c2)cc1	?	0	?	-1%	?	?	15%	5.4µM*	-37%	4.5µM*	-25%

Main list, previewed entries included:
SMILES	Rab9 promoter act	TRPV1 ag	ELG1 repair inh	Tb PFK inh	ELG1 genotox	p53 reactivation	NPC1 promoter act	FLuc counter	RORg inh	BRCA1 expr up	Gal4-VP16 FLuc
Cc1ccccc1-c1nc(CN(Cc2c(C)nn(C)c2C)C2CC2)c(C)o1	-7%	?	?	0%	0%	-1%	2%	6%	5.6µM*	-21%	13µM*
O=Cc1ccc(OCc2ccc3ccccc3c2)cc1	?	0	?	-1%	?	?	15%	5.4µM*	-37%	4.5µM*	-25%
Cc1ccc(C(=O)N2CCCC(C(F)(F)F)C2)cc1S(=O)(=O)N1CCOCC1 (stereo not given)	2%	11	0%	3%	4%	3%	2%	7%	.	-1%	.
CN(Cc1ccc2c(c1)OCCO2)C(=O)CN1C(=O)NC2(CCCCC2)C1=O	13%	-1	-5%	-10%	0%	20%	-2%	4%	-1%	11%	-6%
COc1cc(CC(=O)OCC(=O)Nc2sccc2C(N)=O)cc(OC)c1OC	-6%	-6	7.3µM*	?	-9%	17%	-17%	-6%	-68%	-10%	?
O=C(O)CSc1c2c(nc3cc(C(=O)N4CCCC4)ccc13)CCCC2	-1%	-1	4%	-1%	6%	-4%	-4%	-2%	-10%	-6%	-16%
CCn1cc(S(=O)(=O)N2CCc3ccccc3C2)cn1	6%	10	5%	-4%	-1%	-11%	0%	-2%	-9%	3%	?
O=C(O)CCC(=O)OCC1CCCO1 (stereo not given)	6%	0	?	-1%	-1%	2%	0%	-3%	-14%	1%	12%
Cc1nn(Cc2ccc(C(=O)N3CCN(C(=O)c4ccco4)CC3)o2)c(C)c1[N+](=O)[O-]	-2%	-1	9%	-2%	0%	6%	0%	-3%	6%	7%	1%
O=C(NCCC1=CCCCC1)C1CCC(CNc2nc(=S)[nH]c3ccccc23)CC1 (stereo not given)	-3%	-4	?	-2%	?	0%	-3%	-2%	?	-33%	-5%
Cc1nc(-c2ccccc2OC(F)(F)F)[nH]c(=O)c1Cl	3%	-2	-5%	-8%	0%	2%	0%	-4%	7%	-1%	-15%
COCCNCCOCCOc1ccc(Cl)c(C)c1	-8%	1	-10%	-8%	1%	-3%	1%	0%	16%	-9%	-4%
Cn1cc(CCC(=O)N2CCCC(CCC(=O)NCc3ccc(F)c(F)c3)C2)cn1 (stereo not given)	16%	20	?	-19%	7%	3%	0%	?	41%	-5%	-19%
COc1ccccc1/C=C/C(=O)OCC(=O)N1CCCCC1	.	.	?	6%	?	14%	.	.	.	40%	.
CCCOc1ccc2cc(C(=O)NCc3ccccc3)c(=O)oc2c1	0%	5	12%	2%	7%	?	1%	-11%	-34%	75%	-15%
NC(=O)CCn1ccc2ccccc21	-5%	1	3%	-11%	-1%	-5%	-4%	-2%	6%	8%	4%
Cc1cc(C)cc(OCC(=O)N(C)CC(=O)Nc2ccc(N3CCOCC3)cc2)c1	-4%	-4	30%	-2%	3%	-8%	-1%	-3%	.	7%	.
COc1ccc(CNC(=O)CN(C)Cc2ccccc2F)cc1OC	-6%	?	-28%	0%	-3%	-7%	-2%	0%	-14%	-14%	-13%
Cc1cn([C@H]2C[C@H](O)[C@@H](CCC(=O)NCCN3CCCCC3)O2)c(=O)[nH]c1=O	.	.	3%	-3%	4%	9%	.	.	.	8%	.
CCC(C)NC(=O)CSc1nnc(-c2ccc(C(C)(C)C)cc2)n1C (stereo not given)	0%	1	-40%	0%	-8%	-6%	-6%	?	26%	2%	?
Cc1noc(C(=O)Nc2cccnc2)c1Cl	-9%	2	8%	1%	-2%	0%	0%	1%	?	-27%	10%
CN(C)CCNc1ncnc2c1sc1nc(N3CCCC3)c3c(c12)CC(C)(C)OC3	-3%	1	?	-4%	13%	-5%	-2%	-2%	-10%	-59%	-4%
CCN(CC)S(=O)(=O)c1cccc(C(=O)N[C@H](C(=O)NCc2ccc(Cl)cc2)C(C)C)c1	3%	6	?	-3%	-16%	-4%	0%	1%	12%	-26%	3%
CCOc1ccc(OCC)c(S(=O)(=O)NCc2ccccn2)c1	17%	4	13%	-3%	-2%	-1%	0%	0%	0%	0%	?

Whole records, quoted from the list. Screens in order: Rab9 promoter act	TRPV1 ag	ELG1 repair inh	Tb PFK inh	ELG1 genotox	p53 reactivation	NPC1 promoter act	FLuc counter	RORg inh	BRCA1 expr up	Gal4-VP16 FLuc
Shown for Cc1cc(C)cc(OCC(=O)N(C)CC(=O)Nc2ccc(N3CCOCC3)cc2)c1 → -4%	-4	30%	-2%	3%	-8%	-1%	-3%	.	7%	.
Shown for Cc1noc(C(=O)Nc2cccnc2)c1Cl → -9%	2	8%	1%	-2%	0%	0%	1%	?	-27%	10%
Shown for Cc1cn([C@H]2C[C@H](O)[C@@H](CCC(=O)NCCN3CCCCC3)O2)c(=O)[nH]c1=O → .	.	3%	-3%	4%	9%	.	.	.	8%	.
Shown for CCOc1ccc(OCC)c(S(=O)(=O)NCc2ccccn2)c1 → 17%	4	13%	-3%	-2%	-1%	0%	0%	0%	0%	?

(next part)
SMILES	Rab9 promoter act	TRPV1 ag	ELG1 repair inh	Tb PFK inh	ELG1 genotox	p53 reactivation	NPC1 promoter act	FLuc counter	RORg inh	BRCA1 expr up	Gal4-VP16 FLuc
COc1ccc(C2N(Cc3ccccc3)CC(=O)N2/N=C(\C)c2ccccc2)cc1 (stereo not given)	3%	15	?	-1%	3%	21%	13%	?	2%	56%	-7%
COc1cccc(NC(=O)CN(C)C(=O)/C=C/c2cn(-c3ccccc3)nc2-c2cccs2)c1	-4%	?	?	1%	-9%	0%	-2%	-14%	.	-59%	.
Cn1nc(-c2ccc(OCC(=O)NCC3CCCO3)cc2)c2ccccc2c1=O (stereo not given)	-3%	2	?	-1%	-1%	-4%	-3%	5%	7%[10 µM]	-27%	-29%
OCCNc1nc(N2CCCC2)nc(N2CCCC2)n1	0%	2	9%	-7%	0%	-5%	0%	1%	?	-8%	-10%
Cc1nnc(SCCn2c(N3CCN(Cc4ccccc4)CC3)nc3c2c(=O)[nH]c(=O)n3C)s1	-8%	-1	?	-1%	5%	-2%	-3%	1%	11%	-12%	-3%
CCc1ccc(N2CC34C=CC(O3)C(C(=O)OC)C4C2=O)cc1 (stereo not given)	-2%	-3	19%	4%	1%	-3%	0%	0%	0%	-7%	3%
COc1cc(OC)cc(C(=O)N[C@H](C(=O)Nc2ccc(S(=O)(=O)N(C)C)cc2)C(C)C)c1	1%	0	?	-5%	-1%	0%	-1%	-7%	12%	-10%	-14%
CN(C)S(=O)(=O)c1cccc(C(=O)NCCCn2ccnc2)c1	-3%	-1	-1%	-5%	3%	7%	-2%	1%	2%	-1%	-3%
CCOC(=O)C1CCN(CC(=O)Nc2c(C(=O)OC)[nH]c3ccc(Cl)cc23)CC1	-22%	?	21µM*	11%	-19%	-12%	-12%	-2%	?	-29%	10µM*
O=C(NN1C(=O)NC2(CCCCC2)C1=O)c1cc(F)cc(F)c1	-2%	0	14%	-1%	2%	10%	-4%	5%	.	-12%	.
COc1ccccc1NS(=O)(=O)c1cc(NC(=O)CNC(=O)c2ccc(C)s2)ccc1Cl	7%	-6	10%	4%	0%	3%	0%	?	-7%	-20%	-13%
CCc1nc(SCC(=O)Nc2nnc(CC(C)C)s2)n[nH]1	2%	-6	8%	0%	0%	-2%	0%	5%	4%	5%	4%

Compound activity deposited in PubChem BioAssay by National Center for Advancing Translational Sciences (NCATS).
